# sdo1 growth – growth rescue of sdo1-depleted yeast, primary screen, S. cerevisiae, bone marrow failure model. AID 817, 2007. z-score at 10 µM. S. cerevisiae sdo1-depleted JHY4D growth rescue, OD600 30 h; stronger effect = higher value; pdr5 snq2 efflux-pump mutant strain. 140,000 tested, 0.21% active;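 active = z-score above 3 at both the 24 hr and the 30 hr optical density reads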;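 note: z-score against mean and SD of all compound wells on the same plate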
# INS promoter inh – inhibitors of insulin promoter-driven GFP, primary screen, imaging, TRM-6 cells (human fetal islet line), eGFP reporter, cell count; reporter expression induced with tamoxifen; inhibition, % at 2 µM; 130,000 tested, 0.9% active; AID 1273, 2008;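 active = inhibition above the mean plus 3 SD, with well images judged a real hit on visual review, cut at about 60% in these data, passing the limit was not always enough; inconclusive = inhibition over the cutoff but images rejected on review; inactive = inhibition not above the cutoff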
# sdo1 growth Rescue 24 h – recorded beside sdo1 growth, whose call it bears; z-score; S. cerevisiae sdo1-depleted JHY4D growth rescue, OD600; measured here: growth rescue at 24 h;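 0 is the plate mean of compound wells and units are plate SD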
# Active calls of the source: *; i = inactive; u = inconclusive; x = no result given; & = joins results of further samples; [ ] = dose if it differs, or a comment. Compounds as they come. Share with any hit: about 0.99%.
SMILES,sdo1 growth,sdo1 growth Rescue 24 h,INS promoter inh
CCC(C)(C(=O)NC1CCCCC1)N(Cc1ccco1)C(=O)Cc1cccs1 (stereo not drawn),-1.2,-0.98,-45
CC(C)NC(=O)NC(=O)CSc1ncc(C(F)(F)F)cc1Cl,-0.54,-1.3,-9
O=C(CSc1nnnn1-c1ccccc1)Nc1nsc(-c2ccccc2)n1,-0.36,0.27,19
O=S(=O)(/C=C/c1ccccc1)N1CCN(c2ccccc2)CC1,1.1,0.74,29
O=S(=O)(Nc1ccc2c(c1)nc1n2CCOC1)c1ccccc1,1.3,1.9,x
COc1cccc2oc(-c3ccco3)cc(=O)c12,-0.9,-1.2,-68
CCOc1ccc2ccccc2c1/C=N\NC(=O)OC,-0.07,-0.08,0
Cc1cccc(NC(=O)CC2SC(=O)N(c3ccccc3)C2=O)c1 (stereo not drawn),0.47,0.53,36
Cc1cccc(C)c1NC(=O)COc1ccc2c(C)c(Cc3ccccc3)c(=O)oc2c1,-0.46,0.67,6
O=C(O)[C@H](CSCc1ccccc1)NS(=O)(=O)c1ccc(F)cc1,0.82,0.3,-16
CCOC(=O)N1CCN(C(=O)CSc2nc3c(cnn3-c3ccc(Cl)cc3)c(=O)[nH]2)CC1,0.99,1.3,10
Nc1ccc(-n2nncc2-c2ccco2)cc1,0.87,0.75,-406
Cc1ccc(Nc2nc3nonc3[nH]c2=O)cc1Cl,x,x,0
CNc1[nH]ncc1[N+](=O)[O-],x,x,-18
Cc1nn2c(N3CCOCC3)c3c(nc2c1-c1ccccc1)CCCC3,-1.9,-1.4,x
COc1ccc(OC)c(-n2c(CN3CCC(C(N)=O)CC3)nc3ccccc3c2=O)c1,1.4,0.59,8
COc1cc(NC(=O)c2cccc(C)c2)c(OC)cc1NC(=O)CN1CCOCC1,x,x,-42
Cc1ccc(/C=N/n2c(C)cc(C)c(C#N)c2=O)o1,1.7,0.12,-25
CCOC(=O)c1c(NC(=O)CSc2nnc(-c3ccccc3)n2CC)sc(C(C)=O)c1C,-0.06,-0.18,-21
Clc1ccc(Cn2cc(Br)cn2)cc1Cl,-1,-0.52,i
Oc1ccc(Br)cc1C=Nc1cccn2cc(-c3ccccc3)nc12,x,x,0
CCCSc1nc(-n2ncc(C#N)c2N)c2c3c(sc2n1)CCC(C)C3 (stereo not drawn),-1.5,-1.5,10
CN1CCN(C(=O)CSc2nc(-c3cccs3)cc(-c3cccs3)c2C#N)CC1,-2,-1.4,-322
CCCC(=O)Nc1ccccc1NC(=O)CN(C)S(=O)(=O)c1ccccc1,0.45,0.16,-256
COc1ccc(Cl)cc1N=Cc1c(O)cc(C)oc1=O,x,x,32
O=C(NCc1ccco1)c1cc([N+](=O)[O-])ccc1N1CCCCC1,-0.78,-1.9,19
O=[N+]([O-])c1cccc(N=NN(CCO)c2cccc([N+](=O)[O-])c2)c1,-1.9,-1.2,-32
O=C1CCCC2=C1C(c1cccs1)n1ncnc1N2 (stereo not drawn),0.61,1.4,34
COc1ccc2nc(NC(=O)C3=NN(c4ccccc4)C(=O)CC3)sc2c1,-0.28,-0.34,22
Cc1ccc(C)c(CN2CCCNC2=O)c1,1.4[24.4 µM],1.1,0
CC(NC(=O)/C=C/c1ccc(Br)cc1)c1ccccc1 (stereo not drawn),-0.77,-1.2,-4
O=C(Oc1cc(-c2ccccc2)no1)c1ccc(Cl)cc1,1.4,0.48,3
NCCCNC(=O)c1cc2ccccc2[nH]1,2.2,3.8,x
NS(=O)(=O)c1ccc(CCNC(=O)CN2CCCCC2)cc1,x,x,21
COC(=O)[C@@H](NC(=O)NC1CCN(Cc2ccccc2)CC1)C(C)C,0.28,0.02,21
Cc1ccc(NC(=O)CN(C)C(=O)Cn2cc(C(F)(F)F)ccc2=O)cc1,1.4,1.1,6
O=c1c(Cc2c(F)cccc2Cl)c(O)ccn1CCc1c[nH]c2ccccc12,x,x,20
C=CCn1c(SCc2nnc(-c3ccccc3)o2)nnc1C(O)c1ccccc1 (stereo not drawn),0.12,-0.29,-4
Clc1ccccc1Cn1c(/C=C/c2ccco2)nc2ccccc21,-1.2,-0.33,-17
CCOC(=O)N1CCC(NCCNC(=O)c2ccccc2Cl)CC1,0.12,-0.76,0
CCCC(CCC(=O)Nc1ccc(S(N)(=O)=O)cc1)C(=O)O (stereo not drawn),0.53,0.41,-8
CCOC(=O)Nc1cccc(C(=O)O)c1,0.29,-0.41,-228
C=CCNC(=O)COC(=O)c1ccc(C)c(NC(=O)c2ccco2)c1,x,x,73*
COc1cc(CNCCc2ccccc2)ccc1OCc1ccc(Cl)nc1,0.23,0.38,-32
O=C(NCc1ccccc1)c1ccc(OCC2CCCO2)cc1 (stereo not drawn),0.06,0.02,3

# Some of these compounds in order of the sdo1 growth value, falling:
canonical_smiles	sdo1 growth	sdo1 growth Rescue 24 h	INS promoter inh
O=C(Oc1cc(-c2ccccc2)no1)c1ccc(Cl)cc1	1.4	0.48	3
CCOC(=O)Nc1cccc(C(=O)O)c1	0.29	-0.41	-228
COC(=O)[C@@H](NC(=O)NC1CCN(Cc2ccccc2)CC1)C(C)C	0.28	0.02	21
CCOC(=O)N1CCC(NCCNC(=O)c2ccccc2Cl)CC1	0.12	-0.76	0
CC(NC(=O)/C=C/c1ccc(Br)cc1)c1ccccc1 (stereo not drawn)	-0.77	-1.2	-4
Clc1ccccc1Cn1c(/C=C/c2ccco2)nc2ccccc21	-1.2	-0.33	-17

# Additional entries
SMILES,sdo1 growth,sdo1 growth Rescue 24 h,INS promoter inh
COc1nc(OCCNC(C)=O)nc(N(C)C)n1,1.8,1,29
Cc1cc2c3nonc3ccc2n1C,-0.46,-0.69,24
COc1ccc(-c2nnc3ccc(SCC(=O)NCc4ccco4)nn23)cc1OC,0.2,0.19,x
CN(C)S(=O)(=O)Oc1ccsc1C(=O)Nc1cccc(Cl)c1Cl,-0.53,0.75,17
CCCc1cc(-c2n[nH]c(=S)n2CC)c2ccccc2n1,1.1,1.6,8
O=C(CNc1ccccc1)N/N=C/c1cn(-c2ccccc2)nc1-c1ccccc1,-0.77,-0.21,-26
Cc1c(C(=O)NN2CCOCC2)oc2c1ccc1ccccc12,x,x,-22
CCOc1ccc(-c2cc(CCCC(=O)NCc3cccnc3)no2)cc1,-0.37,-0.94,x
Clc1ccc(C2=Nn3c(nnc3-c3cc(-c4ccccc4)n[nH]3)SC2)cc1,-0.97,0.11,25
O=C(N/N=C\c1ccc(COc2ccc([N+](=O)[O-])cc2)o1)c1cccc(Cl)c1,-1.3,-0.34,43
Cc1ccc(CCNC(=O)C2CCCN(S(=O)(=O)c3cccs3)C2)cc1 (stereo not drawn),-0.81,-0.8,-61
C=CCNC(=O)C1CC1(c1ccccc1)c1ccccc1 (stereo not drawn),0.21,-0.26,25
Cc1ccc(SCCNC(=O)C(C)C)cc1,-0.39,-1.1,39
COc1cc(C2/C(=C(\O)c3cc(C)ccc3C)C(=O)C(=O)N2CCN(C)C)ccc1O (stereo not drawn),0.1,-0.25,x
CCc1nc2ccccc2c(C(=O)OCC(=O)C(C)(C)C)c1C,x,x,-78
COc1ccc(CCNC2CC(=O)N(N(C)C)C2=O)cc1OC (stereo not drawn),x,x,3
COc1ccc(S(=O)(=O)NC(C(=O)NCCc2ccccn2)C(C)C)cc1 (stereo not drawn),x,x,-150
Cn1c(N)c(C(=O)CSc2nc(N)cc(=O)[nH]2)c(=O)n(C)c1=O,0.86,1.1,-16
CN(C(=O)c1cnc(N2CCN(c3ncccn3)CC2)c2ccccc12)c1ccc(Cl)cc1,-1.2,-0.81,x
Cc1cc(C)c(NC2=NS(=O)(=O)c3ccccc32)c(C)c1,0.22,-0.45,28
Cc1nn(-c2ccccc2)c(C)c1/C=N/NC(=O)c1cc(C23CC4CC(CC(C4)C2)C3)[nH]n1,-1.1,-0.22,19
Cn1nccc1C(=O)N1CCc2ccccc21,1.1,0.25,u
COc1ccc(-n2c(=O)c3ccccc3c3ccccc3c2=O)c(OC)c1,0.11,-0.77,x
O=C(Cn1nc(-c2ccccc2)ccc1=O)Nc1ccc(N2CCN(C(=O)c3cccs3)CC2)cc1,x,x,67
CCn1c(SCC(=O)Nc2cccc(F)c2)nnc1-c1cc2cc(Br)ccc2o1,-0.65,0.26,-45
Cc1nn(Cc2ccc(C(=O)NC(C)(C)C)o2)c(C)c1Br,-0.37,-0.59,-9
COC(=O)c1cccc(NS(=O)(=O)c2cccs2)c1C,0.4,0.76,51
N#Cc1nc(COc2ccccc2Cl)oc1NCc1ccco1,-0.98,-1,-14
NC(=O)c1ccsc1NC(=O)COC(=O)c1ccccc1NCc1ccco1,-0.68,0.25,23
CCCc1cc(-c2n[nH]c(=S)n2CC(C)C)cs1,-1.2,-0.69,3

# Three entries from above, sorted by count of non-hydrogen atoms, smallest number first:
SMILES,sdo1 growth,sdo1 growth Rescue 24 h,INS promoter inh
COC(=O)c1cccc(NS(=O)(=O)c2cccs2)c1C,0.4,0.76,51
Cc1nn(Cc2ccc(C(=O)NC(C)(C)C)o2)c(C)c1Br,-0.37,-0.59,-9
COc1ccc(-n2c(=O)c3ccccc3c3ccccc3c2=O)c(OC)c1,0.11,-0.77,x

# The listing continues:
SMILES,sdo1 growth,sdo1 growth Rescue 24 h,INS promoter inh
CCC(C(=O)N1CC2(C)CC1CC(C)(C)C2)N1C(=O)c2ccccc2C1=O (stereo not drawn),-0.78,-0.7,29
COc1cccc(NC(=O)CSc2nc3ccccc3c(=O)n2Cc2cccs2)c1,-0.35,-0.45,-53
COC(=O)CCP(=O)(O)Cc1ccccc1CP(=O)(O)CCC(=O)OC,0.72,1.2,-9
COc1ccc(/C=N/n2cnc3scc(-c4cccs4)c3c2=O)cc1OC,-1.6,-0.65,33
O=C(Nc1ccc(S(=O)(=O)N2CCCC2)cc1)C1COc2ccccc2O1 (stereo not drawn),0.88,0.73,x
CC1CN(S(=O)(=O)c2cccc(C(=O)NCCCn3ccnc3)c2)CC(C)O1 (stereo not drawn),0.77,0.38,-51
COc1cccc(-c2nn(-c3ccccc3)cc2C(=O)Nc2nccs2)c1,-2.2,-1.2,66
O=C(NCc1cccnc1)c1ccc([N+](=O)[O-])o1,x,x,-36
Cn1cnnc1SCC(=O)c1ccc2c(c1)OCCO2,0.03,-0.38,i
Cn1nc(/C=C/c2ccccc2)ccc1=O,x,x,54
COc1ccccc1C(=O)Nc1c2c(nn1-c1cccc(C)c1C)CS(=O)(=O)C2,-0.81,0.81,-33
COc1ccc(C(=O)NC(=S)Nc2ccc3c4c(cccc24)CC3)cc1OC,0.33,1.9,x
Clc1ccc(SCc2cc(-c3ccccc3)no2)cc1,0.58,0.63,-29
COC(=O)c1c(-c2ccc3ccccc3c2)csc1NC(=O)Cc1ccc(OC)c(OC)c1,-0.73,-1.4,x
Cc1cc(C(=O)N2CCN(c3ncccn3)CC2)c(C)o1,-0.75,-0.81,-6
Cc1nn(Cc2ccc(Cl)cc2)c(C)c1NC(=O)Cn1nc([N+](=O)[O-])c(Cl)c1C,0.75,3.3,x
O=S(=O)(Nc1cccc(-c2nc3cccnc3s2)c1)c1ccc2c(c1)OCCO2,-2.9,-1.8,x
C=CCN1C(=O)C2(C(C#N)=C(N)Oc3n[nH]c(CCC)c32)c2ccccc21 (stereo not drawn),0.46,0.46,38
CCNC(=O)c1ccc2c(c1)S(=O)(=O)c1ccccc1C2=O,1.1,0.77,x
Cc1[nH]c2ccccc2c1C(=O)Cn1c(=O)oc2ccccc21,-0.74,-0.64,-6
CCOC(=O)C(C(=O)N1CCOCC1)C1CCCCC1 (stereo not drawn),0.31,-0.02,-193
N#Cc1nc(Cc2ccccc2)oc1NCc1ccccc1Cl,-1.1,-0.55,x
CCn1c(SCC(=O)NC)nnc1C(C)C,-0.06,-0.9,52
NC(=O)C(=O)NCCCN1CCOCC1,x,x,-43
CCOC(=O)c1c(C)[nH]c(C(=O)COC(=O)[C@H](C)NC(=O)c2ccccc2Cl)c1C,1.3,2.1,x
CC(C)c1ccccc1OCCNS(C)(=O)=O,0.72,0.78,-16
CCOC(=O)C1CCCN(C(=O)c2ccc(C)c([N+](=O)[O-])c2)C1 (stereo not drawn),-0.87,-1.5,0
O=C(CCc1nc(-c2ccccc2)no1)NC1CCCCC1,0.97,0.97,-220
Cc1ccc(S(=O)(=O)NC(=O)c2cc(C)n(CCCn3ccnc3)c2C)cc1,0.67,1,47
COc1ccc(NC(=O)NCCCN2CCN(c3cc(C)ccc3C)CC2)cc1,0.49,-0.38,-10
Cc1ccc(OCC(=O)Nc2ccc(S(=O)(=O)N3CCN(C)CC3)cc2)cc1,0.18,-0.02,-406
C/C(=N/Oc1nc(C)cc(C)n1)c1ccc(Cl)cc1Cl,0.47&1.2,0.07&0.76,-15
CCN(CC)S(=O)(=O)c1ccc(NC(=O)CSc2ncnc3ccccc23)cc1,-0.46,-0.56,33
O=C(CN(C(=O)CSc1nnc(COc2ccccc2)o1)c1ccc(F)cc1)NC1CCCCC1,-0.6,-0.5,-60
CCN(CC)C(=O)CN1C(=O)COCC1=O,-0.83,-1.3,-93
Cc1ccc(NC(=O)c2ccccc2NS(=O)(=O)c2ccc(Cl)s2)cc1S(=O)(=O)N1CCOCC1,0.11,-0.73,8
O=[N+]([O-])c1cc(/C=N\Nc2nc(-c3ccccc3)cs2)ccc1O,x,x,29
O=C(NCc1ccc(Cl)cc1)C1C2C=CC3(CN(Cc4cccnc4)C(=O)C13)O2 (stereo not drawn),1.3,1,x
COc1ccccc1CCNC(=O)CSc1ccc(-c2cccs2)nn1,x,x,36

# Full records as entered above. Screens in order: sdo1 growth | sdo1 growth Rescue 24 h | INS promoter inh
# O=C(CN(C(=O)CSc1nnc(COc2ccccc2)o1)c1ccc(F)cc1)NC1CCCCC1 is listed with -0.6 | -0.5 | -60
# COc1ccccc1CCNC(=O)CSc1ccc(-c2cccs2)nn1 is listed with x | x | 36

# High-throughput results: PubChem BioAssay, several laboratories
